# Arrestin-AP2 inh – inhibitors of beta-arrestin/AP2 binding, primary screen, biochemical, GPCR trafficking, flow cytometry. FITC-arrestin peptide / GST-AP2 beads; AP2 beta2 appendage carries R879A mutation. inhibition, % at 10 µM. actives 0.31% (n = 340,000). AID 504490, 2011;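 active means inhibition above a set limit, near 3 SD of compounds lacking own fluorescence, cut at about 54% in these data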;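 further: plate controls were DMSO wells for no effect and 5 µM unlabelled arrestin peptide for full effect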
#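 test system = AP2 appendage R879A on GSH beads | buffer or medium = PBS plus Tween 20 (0.05%) and BSA (0.1%) | incubation = 12 min plus 1 h, RT | detection = bead flow cytometry, FITC channel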
# NSD2 inh – NSD2 histone methyltransferase inhibitors, primary screen, biochemical, AlphaScreen, single concentration, set 2 | Histone-lysine N-methyltransferase NSD2 (Homo sapiens), O96028 | NSD2 peptide methylation, 120 min | inhibition, % at 12.5 µM | actives 0.54% (n = 310,000) | AID 743445, 2014; in the data active means inhibition above about 50%
# PKA-R2B activ – activators of PKA-R2B holoenzyme, primary screen, biochemical, fluorescence polarization, Cy5-IP20, human; activation, % at 11.4 µM; actives 0.079% (n = 340,000); AID 504700, 2011; PKA-R2B holoenzyme dissociation; R2B truncated from residue 108, S112A mutant; 0% DMSO only, 100% 113 µM cGMP;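 active means activation above a cutoff set at the mean over all compounds plus 3 SD, cut at about 18% in these data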;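 further: higher means more holoenzyme dissociation and a rise in polarization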
# Target sequence (P31323 whole entry, looked up, other chains not shown, the tested form may be a part): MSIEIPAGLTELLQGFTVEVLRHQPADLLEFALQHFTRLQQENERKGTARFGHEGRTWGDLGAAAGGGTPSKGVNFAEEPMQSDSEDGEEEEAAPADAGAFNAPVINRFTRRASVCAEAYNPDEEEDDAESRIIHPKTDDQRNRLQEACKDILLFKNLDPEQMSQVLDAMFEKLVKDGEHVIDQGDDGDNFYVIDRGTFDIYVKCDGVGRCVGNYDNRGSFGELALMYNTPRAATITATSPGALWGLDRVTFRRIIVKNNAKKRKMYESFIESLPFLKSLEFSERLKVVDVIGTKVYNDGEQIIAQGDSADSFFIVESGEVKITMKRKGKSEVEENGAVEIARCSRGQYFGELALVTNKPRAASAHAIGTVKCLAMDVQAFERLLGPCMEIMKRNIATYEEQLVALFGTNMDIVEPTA
# CDK5 p35 inh – inhibitors of human CDK5/p35 kinase, primary screen, biochemical, single concentration; Recombinant CDK5/p35, ADP-Glo luminescence, 60 min; Cyclin-dependent kinase 5 (Homo sapiens) + Cyclin-dependent kinase 5 activator 1 (Homo …; inhibition, % at 10 µM; actives 0.01% (n = 330,000);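 active means highest replicate inhibition of at least 50% and at least 75% of replicates reaching 50%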;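 further: plate controls were DMSO neutral control for no effect and GW8510 at 10 µM for full effect; many of its hits are not listed in these tables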
# Pemphigus Ab inh – inhibitors of pemphigus antibody binding to DSG3, primary screen, biochemical, bead-based, flow cytometry, scFv-GFP; actives 0.48% (n = 310,000); binding (percent of control), % at 10 µM; AID 588358, 2011; DSG3-coupled beads, scFv-anti-DSG3-GFP binding; hits give low values; Desmoglein-3 (Homo sapiens), P32926;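 active means binding more than 3 SD below its plate's average and above zero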;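 further: hits lower antibody fragment binding to DSG3; some compounds called inactive have numbers as strong as hits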
# PKA-R1A act – activators of PKA-R1A holoenzyme, primary screen, biochemical, fluorescence polarization, Cy5-IP20, bovine R1A, mouse PKAc | actives 0.083% (n = 340,000) | cAMP-dependent protein kinase type I-alpha regulatory subunit (Bos taurus) + … | activation, % at 11.4 µM | PKA-R1A dissociation; scaled: DMSO 0%, 113 µM cGMP 100%;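 active means percent activation above the mean of all tested compounds plus 3 SD, cut at about 19% in these data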;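 further: higher means more PKAc released from R1A so a rise in polarization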
# dFosB activator – activators of delta FosB homodimer, primary screen, biochemical, fluorescence polarization, TAMRA-CDK5 oligo, single point. Protein FosB (Mus musculus), P13346. purified delta FosB; percent of positive-control signal above neutral wells. activation, % at 25 µM. actives 0.99% (n = 340,000). AID 493131, 2011;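 active means mean activation above about 17%, with every replicate also reaching it, limit read from the data, passing the limit was not always enough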;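 further: fluorescence polarization rise as delta FosB binds a TAMRA Cdk5 AP-1 oligo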
# Target sequence (P13346 whole entry, looked up): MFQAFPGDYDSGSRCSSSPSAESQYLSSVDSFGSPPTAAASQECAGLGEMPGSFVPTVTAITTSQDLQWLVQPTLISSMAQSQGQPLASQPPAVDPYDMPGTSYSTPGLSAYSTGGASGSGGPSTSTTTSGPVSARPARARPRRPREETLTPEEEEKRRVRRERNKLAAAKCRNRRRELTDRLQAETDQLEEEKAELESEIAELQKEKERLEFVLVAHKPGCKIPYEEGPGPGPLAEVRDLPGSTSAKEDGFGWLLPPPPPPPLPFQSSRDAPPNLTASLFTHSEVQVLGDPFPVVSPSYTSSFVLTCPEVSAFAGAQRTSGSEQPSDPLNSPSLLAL
# SR-BI HDL uptake – inhibitors of SR-BI mediated HDL lipid uptake, primary screen, ldlA[mSR-BI] cells, fluorescence, single point | Scavenger receptor class B member 1 (Mus musculus), Q61009 | ldlA[mSR-BI] CHO cells, DiI-HDL uptake fluorescence, 3 h | inhibition, % at 12.5 µM | actives 0.96% (n = 320,000) | AID 488896, 2010;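 active means mean replicate inhibition of at least 70% and a set share of replicates each scoring 70 or more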;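 further: 0% = median of neutral control wells and 100% = median of positive control wells; values of inactives mirror those of a sister screen read the other way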
# SR-BI DiI-HDL act – activators of SR-BI mediated DiI-HDL uptake, primary screen, ldlA[mSR-BI] CHO cells, DiI fluorescence; 3 h; 100 = double the neutral-control signal; activation, % at 12.5 µM; actives 0.096% (n = 320,000);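 active means mean replicate activation of at least 60% and every replicate at or above 60%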;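 further: 0% = median plate neutral-control signal and 100% = twice that signal; values of inactives mirror those of a sister screen read the other way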
#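 system = CHO ldlA[mSR-BI] cells, LDL receptor-null, SR-BI overexpressing | medium = Ham's F12 with 0.5% BSA, HEPES 25 mM, pH 7.4 | probe or stimulus = DiI-HDL 10 µg/mL | compound dosing = single-point compound dose | incubation = compound exposure 3 h, 37 °C | technique = DiI fluorescence, bottom read | read-out = cell-associated DiI fluorescence as measure of HDL uptake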
# MITF TRPM1 HTS – activators of MITF-driven TRPM1 promoter reporter, primary screen, cell-based, SK-MEL-5, luciferase, single point; SK-MEL-5 TRPM1-promoter luciferase, 24 h; % of positive control, neutral wells = 0; activation, % at 12.5 µM; actives 0.75% (n = 300,000);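 active means mean activation of at least 80% with every replicate also reaching 80%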;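 further: 0% = neutral control wells and 100% = parthenolide positive control wells; values of inactives mirror those of a sister screen read the other way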
# SUMO Mot1 rescue – yeast Mot1-301 growth rescue at high temperature, primary screen, SUMOylation pathway inhibitor project, S. cerevisiae, ATP luminescence, 38.5C; S. cerevisiae Mot1-301 growth rescue; percent above DMSO median, 100 means doubled; growth rescue, % at 18.8 µM; actives 1% (n = 320,000); AID 2716, 2010;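 active means every valid replicate shows activation above 250% relative to neutral control wells; inactive means the rest, any valid replicate at or below 250%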;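 further: OY570 slx delta 5 strain wells were the positive control but not used for scaling; some compounds called inactive have numbers as strong as hits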
# Starred values were filed as active, the others as inactive; . = not tested or not shown; + = active, no number.
SMILES,Arrestin-AP2 inh,NSD2 inh,PKA-R2B activ,CDK5 p35 inh,Pemphigus Ab inh,PKA-R1A act,dFosB activator,SR-BI HDL uptake,SR-BI DiI-HDL act,MITF TRPM1 HTS,SUMO Mot1 rescue
CC1CN(Cc2cc(=O)n3ccsc3n2)CC(C)O1 (stereo not drawn),17.6,62.3*,6.9,0.3,106.0,0.8,0.3,7.6,-7.6,-6.0,277.5*
COc1cc(/C(C)=N/NC(=S)NC(C)C)cc(OC)c1OC,29.8,2.2,-2.4,-0.4,98.5,4.0,-9.1,-10.4,10.4,0.2,224.0
Cc1c(N2C(=O)/C(=C\c3ccccc3O)SC2=S)c(=O)n(-c2ccccc2)n1C,9.4,1.7,-3.8,-2.3,99.5,-6.3,-11.1,12.1,-12.1,-19.9,-5.5
O=C(Cc1ccc(Br)cc1)NCCc1ccc(F)cc1,24.9,-3.4,-2.8,-0.9,116.1,-0.6,-7.2,-0.2,0.2,-12.3,-1.2
COCCn1c(C)cc(C(=O)COC(=O)C2CC(=O)N(CCc3ccc(OC)c(OC)c3)C2)c1C (stereo not drawn),-10.8,4.4,-0.5,-5.4,112.5,-20.1,-11.7,18.5,-18.5,4.0,948.8
O=C(NCc1ccccc1)c1ccc(S(=O)(=O)N2CCCc3ccccc32)cc1,6.8,-2.5,-7.8,1.1,105.0,-9.0,-11.8,27.5,-27.5,.,11.9
O=C(Nc1nc2c(s1)CCCC2)c1cccnc1,5.8,-7.5,-4.9,0.1,99.0,-11.3,-2.1,15.3,-15.3,42.4,-0.9
CN(C)c1ccc(CN(Cc2ccco2)C(=O)c2ccco2)cc1,5.4,24.0,5.4,0.0,106.1,-2.1,-8.8,-1.3,1.3,0.6,365.8*
COC(=O)c1sc(S(=O)(=O)N2CCN(c3ccccc3F)CC2)c(C(=O)OC)c1C,-9.7,-1.4,0.8,-0.3,101.8,1.6,4.1,3.1,-3.1,-5.2,21.0
COc1ccc(NC(=O)c2sc3ncn(CC(=O)N4CCCCC4)c(=O)c3c2C)cc1OC,4.0,4.5,0.3,-1.0,.,0.9,-3.2,18.2,-18.2,-1.7,1.5
Cc1ccc(NC(=O)c2cnccn2)nc1,6.5,24.7,-6.4,-0.3,111.0,-3.0,-10.9,-8.3,8.3,66.3,11.9
O=C(c1ccc(Cl)cc1)c1cnc(Nc2ccccc2Cl)s1,-9.1,0.2,3.4,-2.1,96.0,-8.8,52.8*,-3.6,3.6,99.1*,.
CCOC(=O)c1csc(NC(=O)COc2ccc(Cl)cc2Cl)n1,50.0,-2.3,-14.8,0.5,97.0,3.7,-6.7,-4.0,4.0,3.1,3.9
CC1CCCC(C)N1C(=O)c1ccc(S(=O)(=O)NCc2ccco2)cc1 (stereo not drawn),6.6,-3.6,9.5,-3.1,108.5,-5.1,-5.9,.,.,.,-4.9
O=C(C=Cc1ccccn1)c1ccccc1O,-1.4,-3.3,2.6,-1.5,95.2,-3.5,-2.4,-4.8,4.8,-87.5,.
O=C(NC(=O)c1ccccc1F)OCc1ccc(Cl)cc1Cl,-4.2,-2.2,-5.1,1.8,112.7,2.2,-11.8,-14.8,14.8,.,6.9
Cc1ncc(C(=O)Nc2ccccc2)[nH]1,-16.4,-0.4,-0.3,4.1,95.9,7.4,2.9,-19.2,19.2,38.6,.
CC(=O)c1ccccc1NC(=O)C1CCCN(C(=O)c2ccc(Cl)cc2)C1 (stereo not drawn),-12.8,2.0,0.4,-2.5,98.6,-4.2,-15.3,35.7,-35.7,-4.3,-5.7
Cc1ccccc1-c1nnnn1C1CCS(=O)(=O)C1 (stereo not drawn),0.4,-1.9,-16.8,-2.3,111.4,-6.5,-0.6,-12.6,12.6,28.1,+
CCOc1ccccc1CN1CCN(C2CCSCC2)CC1CCO (stereo not drawn),2.2,1.2,2.4,-0.4,103.0,-3.8,4.4,-17.7,17.7,6.7,-17.0
CCOC(=O)C(CCCCCOc1ccccc1[N+](=O)[O-])C(=O)OCC,18.3,-4.0,-3.6,4.6,107.9,-4.5,-1.2,2.1,-2.1,1.4,0.9
O=C(c1cc(-c2ccccc2)n[nH]1)N1CCc2c([nH]c3ccccc23)C1c1ccccn1 (stereo not drawn),2.5,0.5,-4.2,-1.0,95.6,1.8,-16.1,28.9,-28.9,-32.4,78.9
C/C(=N/NC(=O)c1cc(C)[nH]n1)c1ccncc1,21.1,7.9,-2.6,-1.1,111.4,-3.1,-0.4,.,.,25.6,-23.0
Cc1ccc(-c2nn(Cc3ccccc3)cc2/C=C/C(=O)O)cc1,-0.8,1.1,4.6,0.2,107.8,-0.5,-2.1,-12.7,12.7,-7.3,.
COCCCNC(=S)Nc1ccc(C)cc1[N+](=O)[O-],11.7,4.0,10.0,1.3,96.8,-3.6,2.7,-21.4,21.4,20.5,289.7
SMILES,Arrestin-AP2 inh,NSD2 inh,PKA-R2B activ,CDK5 p35 inh,Pemphigus Ab inh,PKA-R1A act,dFosB activator,SR-BI HDL uptake,SR-BI DiI-HDL act,MITF TRPM1 HTS,SUMO Mot1 rescue
O=C(O)C1CCN(c2ncccn2)CC1,-3.4,-0.3,-3.6,-0.9,103.7,-4.8,0.8,-14.4,14.4,7.3,2.7
CCOC(=O)C1(Cc2ccccc2C(F)(F)F)CCN(C(C)CSC)CC1 (stereo not drawn),25.3,-4.3,-0.9,-0.7,93.0,2.9,2.5,.,.,5.3,6.8
CC(=O)CSc1ccc(-c2nc3ccccc3[nH]2)cn1,14.5,1.5,1.1,2.6,97.4,-4.5,-13.5,-1.9,1.9,3.2,166.9
COc1ccc(CCNC(=O)C2CCCN(c3ncnc4c3nc3n4CCCCC3)C2)c(OC)c1 (stereo not drawn),22.9,1.7,-4.6,0.2,101.3,2.2,-4.1,45.2,-45.2,0.0,0.3
CCOC(=O)C1(CCOc2ccccc2)CCN(Cc2ccc(-n3cccn3)cc2)CC1,16.9,12.4,-4.4,-1.5,99.3,-13.4,-13.5,13.6,-13.7,-7.9,18.2
COc1ccc(S(=O)(=O)Nc2cccc3c2O[C@H](CN(C)S(=O)(=O)c2cccs2)[C@@H](C)CN([C@H](C)CO)C3=O)cc1,.,.,-1.7,-0.6,105.9,-1.7,-7.0,5.3,-5.3,2.8,4.2
O=C(NCc1ccc(F)cc1)C1CCCN1C(=O)Nc1cccc(F)c1 (stereo not drawn),34.0,-1.6,-5.5,-0.5,114.1,-1.6,-6.5,-15.9,15.9,.,-5.4
Cc1ccccc1C(=O)c1cccn1CC(=O)NCCC1=CCCCC1,7.3,-6.0,-4.8,0.3,97.5,-6.4,-8.7,-14.9,14.9,3.5,3.3
O=C(CSc1ncccn1)n1c2c(c3ccccc31)CCCC2,6.0,-5.1,-8.6,-0.1,108.4,-4.2,-0.3,22.8,-22.8,6.5,4.3
Cc1ccc2nc(-c3ccc(NC(=O)CN4CCN(C(=O)c5ccco5)CC4)cc3)sc2c1,-14.5,0.0,-6.6,0.1,100.1,0.8,-16.9,9.8,-9.8,44.1,-6.5
CCOc1ccccc1NC(=O)CSc1nc(=O)n(CCCN2CCOCC2)c2c1CCCC2,2.4,.,7.7,-0.7,101.1,-0.7,-2.3,-3.1,3.1,-0.3,0.4
CCOc1ccccc1-n1nnnc1SCC(=O)O,3.2,-3.7,7.7,-4.6,94.3,-3.1,10.1,19.2,-19.2,4.9,19.3
O=C(CSc1ccccc1)Nc1nnc(-c2ccco2)o1,-7.7,0.8,-3.3,-0.8,92.6,2.5,-1.8,13.1,-13.1,-9.8,-1.7
Cc1ccc(C)c(Sc2ccc(S(=O)(=O)Nc3ccc(C(=O)O)cc3)cc2)c1,-0.7,1.1,-2.7,-1.0,97.8,-0.1,-15.3,-12.9,12.9,6.3,34.1
Cc1cc(C)c2cc(CN(CCO)C(=O)Nc3ccc(F)cc3)c(=O)[nH]c2c1,-3.4,-1.6,7.7,-1.0,104.9,-6.9,-7.5,-7.1,7.1,-6.9,.
COC(=O)c1cc[n+](CC(=O)c2ccccc2)cc1,0.7,-10.7,-0.6,-0.8,91.4,-2.7,5.2,-0.8,0.8,1.5,57.7
CN1CCN(/N=C/c2nc(-c3ccccc3Cl)n3ccccc23)CC1,-1.0,67.3*,-7.4,-2.2,94.4,-8.9,-8.6,-35.4,35.3,-14.7,1.4
Cc1ccnc(NC(=O)c2ccc3c(c2)C(=O)N(CC2CCCO2)C3=O)c1 (stereo not drawn),-4.1,-0.2,-13.2,5.4,93.6,-3.0,-4.1,6.7,-6.7,7.9,9.9
CCN(CC)S(=O)(=O)c1ccc(-c2nnc(SCC(=O)N3c4ccccc4CC3C)n2CC)cc1 (stereo not drawn),8.5,-1.1,-0.6,-1.7,99.7,-6.4,-9.8,52.9,-52.9,-11.6,131.5
Cc1ccc(NC2=C/C(=N/S(=O)(=O)c3cccs3)c3ccccc3C2=O)cc1C,45.0,-0.3,10.4,1.3,92.0,-3.6,4.1,14.2,-14.2,22.3,-14.7
COc1cccc(NC(=O)CN(C)C(=O)CSC(=S)N2CCCC2)c1,23.3,-0.7,-4.1,0.3,95.7,2.3,4.5,5.6,-5.6,2.0,-14.6
O=S(=O)(NCCc1ccncc1)c1cc(Br)ccc1F,21.3,4.3,5.7,-1.6,86.8,6.6,-4.9,-1.1,1.1,-13.0,7.9
CCOc1ccc(Nc2c3ccccc3nc3ccccc23)cc1,26.4,.,-6.0,0.9,104.3,-11.5,85.6*,.,.,-14.3,7.3

# Compound activity: PubChem BioAssay, several laboratories

# This is a random part of the collection; 4.7% or so of the library scored in one or more.
